# Screens: PubChem BioAssay, several laboratories
# GASC-1 inh: inhibitors of GASC-1 histone demethylase, primary screen, biochemical, fluorescence, DELFIA europium; GST-JMJD2C(1-420) H3K9me3 demethylation; hit rate 0.069% among 330,000; inhibition, % at 2.35 µM;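 active = more than half of a compound's replicate wells show inhibition beyond 50%, single wells judged on their own value; inconclusive = some, but no more than half, of replicates pass 50% inhibition; inactive = no replicate passes 50% inhibition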;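 also: signal counts dimethyl H3K9 product captured on neutravidin plate; 0% = median of DMSO wells and 100% = 0.3 times that DMSO median; strong numbers were not always called active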
# PP1 inh: PP1-alpha phosphatase inhibitors, primary screen, counter-screen for PP5 inhibitor project, biochemical, fluorescence, OMFP substrate, single point; Serine/threonine-protein phosphatase PP1-alpha catalytic subunit (Homo sapiens), P62136; purified PP1alpha; inhibition, % at 6.7 µM; hit rate 0.9% among 320,000; AID 2235, 2010;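 active = inhibition above the mean inhibition of all tested compounds plus 3 SD, computed separately for each screening campaign, cut at about 15% in these data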
# Fh CTSL1 inh: Fasciola hepatica cathepsin L1 inhibitors, primary screen, counter-screen for PFM18AAP inhibitor project, biochemical, QFRET, fluorogenic peptide substrate. hit rate 0.49% among 300,000. inhibition, % at 5.96 µM. recombinant F. hepatica cathepsin L1, Z-Leu-Arg-MCA fluorescence. AID 1906, 2009;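 active = inhibition above the mean of all tested compounds plus 3 SD, set per screening campaign, cut at about 17% in these data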;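 also: 0% = plate median of test compound wells and 100% = 1 µM Z-Phe-Ala-diazomethylketone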
# TPT1 inh: Candida albicans TPT1 enzyme inhibitors, primary screen, biochemical, fluorescence polarization; recombinant caTPT1, FP RNA substrate dephosphorylation; inhibition, % at 5 µM; hit rate 0.81% among 300,000;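 active = inhibition above the mean of all tested compounds plus 3 SD, set per screening campaign, cut at about 24% in these data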;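 also: plate controls were DMSO alone for no effect and ferristatin control at 100 nM for full effect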
# HCV core dimer: inhibitors of HCV core protein dimerization, primary screen, biochemical, TR-FRET, high-throughput. TR-FRET GST/Flag-core106 dimerization, 1536-well. inhibition, % at 5 µM. hit rate 0.33% among 300,000. AID 1899, 2009;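 active = inhibition above the mean of all tested compounds plus 3 SD, set per screening campaign, cut at about 45% in these data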
#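 assay system = GST-tagged and Flag-tagged HCV core protein residues 1-106 | controls = unlabelled core106 and no-GST-core106 wells | incubation = compound-protein-antibody incubation 4 h at 22.5 °C | probe or stimulus = Eu donor and XL665 acceptor anti-tag antibodies | read-out = % inhibition based on acceptor/donor emission ratio | signal = TR-FRET 671 and 617 nm emission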
# PP5 inh: PP5 phosphatase inhibitors, primary screen, biochemical, fluorescence | Serine/threonine-protein phosphatase 5 (Homo sapiens), P53041 | purified PP5c, OMFP substrate fluorescence | inhibition, % at 6.7 µM | hit rate 0.18% among 320,000 | AID 1987, 2009;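 active = inhibition above the campaign's mean inhibition across all tested compounds plus 3 SD, cut at about 9.5% in these data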;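 also: 0% = DMSO only and 100% = 100 µM cantharidin control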
# Efflux pump inh: inhibitors of Candida efflux pumps in yeast, primary screen, S. cerevisiae, Nile Red, multiplex. S. cerevisiae Candida pump triplex. inhibition, % at 10 µM. hit rate 0.44% among 330,000. AID 485275, 2010;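 active = plate passing quality check with inhibition over a set limit, or well fluorescence over plate mean plus 4 SD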;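 also: Nile Red retained in pooled yeast measured as flow cytometry median fluorescence; 0% = buffer negative control and 100% = Enniatin B positive control; higher means more Nile Red kept so more efflux inhibition; some compounds called inactive have numbers as strong as hits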
# LYPLA2 inh: LYPLA2 inhibitors, primary screen, counter-screen for PME1 inhibitor project, biochemical, fluorescence polarization, FP-Rh probe ABPP. hit rate 0.38% among 320,000. Acyl-protein thioesterase 2 (Homo sapiens), O95372. recombinant LYPLA2. inhibition, % at 5.9 µM;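 active = inhibition above the screen-wide mean plus 3 SD, limit set per campaign, cut at about 26% in these data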;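 also: 0% = LYPLA2 with DMSO and 100% = wells lacking LYPLA2 enzyme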
# Target sequence (O95372 whole entry, looked up): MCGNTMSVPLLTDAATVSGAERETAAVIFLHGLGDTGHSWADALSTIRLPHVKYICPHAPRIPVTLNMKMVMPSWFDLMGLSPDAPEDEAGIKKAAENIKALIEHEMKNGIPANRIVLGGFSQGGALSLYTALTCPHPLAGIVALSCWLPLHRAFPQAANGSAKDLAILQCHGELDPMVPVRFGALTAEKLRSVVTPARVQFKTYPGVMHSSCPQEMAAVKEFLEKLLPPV
# PREPL inh: PREPL enzyme inhibitors, primary screen, biochemical, fluorescence polarization. Prolyl endopeptidase-like (Homo sapiens), Q4J6C6. recombinant PREPL, fluorescence polarization activity-based probe. inhibition, % at 5.96 µM. hit rate 0.68% among 320,000; in the data active = inhibition above about 43%;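 also: 0% = enzyme with DMSO and 100% = wells lacking enzyme; many of its hits are not listed in these tables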
# Target sequence (Q4J6C6 whole entry, looked up): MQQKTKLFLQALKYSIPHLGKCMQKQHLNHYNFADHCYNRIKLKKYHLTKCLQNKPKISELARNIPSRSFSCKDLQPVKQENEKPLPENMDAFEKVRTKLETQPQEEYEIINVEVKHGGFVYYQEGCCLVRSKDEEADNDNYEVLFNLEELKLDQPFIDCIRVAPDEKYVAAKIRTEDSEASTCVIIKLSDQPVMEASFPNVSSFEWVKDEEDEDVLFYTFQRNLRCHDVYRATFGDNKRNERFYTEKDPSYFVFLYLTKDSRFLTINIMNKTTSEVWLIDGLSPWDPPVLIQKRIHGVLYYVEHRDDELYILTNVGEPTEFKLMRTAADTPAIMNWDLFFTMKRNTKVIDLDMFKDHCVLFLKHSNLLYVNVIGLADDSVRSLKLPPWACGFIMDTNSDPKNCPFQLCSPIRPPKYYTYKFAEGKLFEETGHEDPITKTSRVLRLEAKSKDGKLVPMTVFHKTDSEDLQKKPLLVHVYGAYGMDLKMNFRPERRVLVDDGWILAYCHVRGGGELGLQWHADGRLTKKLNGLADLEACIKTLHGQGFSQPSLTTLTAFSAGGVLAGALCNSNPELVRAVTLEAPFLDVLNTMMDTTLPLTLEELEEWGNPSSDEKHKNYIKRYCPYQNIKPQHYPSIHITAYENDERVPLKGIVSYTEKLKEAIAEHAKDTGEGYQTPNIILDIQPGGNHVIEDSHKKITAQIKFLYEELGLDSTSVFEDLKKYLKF
# * = called active by the depositor; ? = inconclusive; · = not tested or not shown; & = joins results of further samples.
SMILES,GASC-1 inh,PP1 inh,Fh CTSL1 inh,TPT1 inh,HCV core dimer,PP5 inh,Efflux pump inh,LYPLA2 inh,PREPL inh
O=C1c2ccccc2NC(c2ccccc2F)N1NS(=O)(=O)c1ccccc1 (stereo not given),-22,-1,0,1,-6,-1.1,0.0,-7,11
COCCNC(=O)CSc1nc2cc3c(cc2c(=O)n1CCCC(=O)NCCc1ccc(OC)c(OC)c1)OCO3,-16,2,3,1,2,4.1,0.1,-7,7
COc1ccc(Cl)cc1NC(=O)C(C)N(C)Cc1cccc(Cl)c1Cl (stereo not given),0,4,-2,-1,2,3.9,0.0,-5,-11
CCc1ccc2nc(N(CCN(C)C)C(=O)/C=C/c3cccs3)sc2c1,9,8,0,-2,3,2.7,0.0,5,13
O=C(O)CNS(=O)(=O)c1ccc2[nH]c(=O)c(=O)[nH]c2c1,0,-2,1,1,3,-0.6,0.0,-3,5
O=C1[C@H]2[C@@H](c3ccc(F)cc3)N3C(=O)N(c4ccc(C(F)(F)F)cc4)C(=O)[C@@]3(Cc3ccccc3)[C@H]2C(=O)N1C1CCCCC1,-2,8,-1,0,16,5.2,0.1,-14,-4
Cc1nc(Cl)c(Cl)n1CCOc1ccccc1,3,1,-1,3,0,0.7,0.2,-1,-20
CCOC(=O)C[C@H]1c2ccccc2S(=O)(=O)N1Cc1ccc(Cl)cc1,5,-6,-1,-4,8,1.7,0.0,-6,-7
COc1cc(C(=O)OC2CCOC2=O)cc(Cl)c1OC (stereo not given),-6,-2,1,1,-7,2.0,-0.1,19,12
CCN(CC(=O)Nc1ccc(OC)cc1)C(=O)c1ccc(N2CCCC2=O)cc1,-4,-3,·,·,·,-1.5,-0.2,3,34
NC(=O)NC(=O)COC(=O)CC12CC3CC(CC(C3)C1)C2,93,-5,11,0,2,-6.1,-0.1,-4,-4
Cc1ccc(/C=N/NC(=O)C2(C)CC2(Br)Br)cc1 (stereo not given),1,1,4,-3,-8,-1.3,-0.1,9,-6
Cc1nnc(NN2CCOCC2)[nH]c1=O,7,-5,1,-1,-6,0.6,0.1,-6,-1
CC(=O)c1cccc(NC(=O)C(C)OC(=O)CN2C(=O)NC(C)(C)C2=O)c1 (stereo not given),-4,0,·,·,·,-4.1,-0.3,2,15
Cc1cccc(C)c1-n1c(C)cc(/C=C2\C(=O)NN(c3ccccc3)C2=O)c1C,1,3,1,-1,9,0.8,0.0,7,6
Clc1ccc(OCCCN2CCc3ccccc3C2)c(Br)c1,-20,-1,3,0,8,3.7,0.2,4,19
COc1ccc(CNC(=O)C(=O)c2cn(CC(=O)N3CCCC3)c3ccccc23)cc1,2,-3,5,1,0,1.7,-3.5,15,7
COC(=O)c1ccc(COc2ncnc3c(Cl)cc(Cl)cc23)o1,19,8,7,0,-5,-1.5,0.0,3,-17
Cc1ccc(N(CN2CCCC2=O)C(=O)c2ccccc2)cc1,-1,-1,3,-1,-2,-1.1,-0.1,1,-5
O=C(CCN(NC(=O)c1ccccc1)C1=NS(=O)(=O)c2ccccc21)NC1CCCCC1,1,1,0,-1,-10,-5.3,-0.1,4,-8
Cc1ccc(C(C)C)c(OCc2nc(-c3nonc3N)no2)c1,-3,1,7,-3,-4,5.2,-0.1,-10,10
CC(=O)NC1(C(F)(F)F)C(=O)Nc2c1c(=O)n(C)c(=O)n2C (stereo not given),-3,-4,-1,-4,-8,-0.6,-0.1,-2,5
O=C/C(=C\Nc1ccc(C(=O)N2CCOCC2)cc1)c1nc2ccccc2o1,41,-3,5,1,0,-1.2,-0.2,2,8
C/C(=C\C(=O)c1ccc(C)cc1)Nc1cccc(O)c1,-7,-1,0,1,4,3.0,0.0,2,6
Cc1cccc(C)c1NC(=O)CNC(=O)CNC(=O)c1ccc2c(c1)OCO2,-45,-2,3,3,1,-2.7,0.1,2,5
COc1cc2c(cc1OC)CN(C(=O)c1ccncc1)CC2,1,0,-13,-4,-11,-1.0,0.5,-1,-7
Cc1ccccc1NS(=O)(=O)c1ccc2[nH]cc(C(=O)N(C)Cc3ccco3)c(=O)c2c1,4,-1,0,0,6,-0.4,-0.1,-2,1
CC(=O)Nc1ccc(Nc2nc3ccccc3n3cnnc23)cc1,2,0,-3,-2,-3,-1.1,-0.1,0,6
COc1ccc2[nH]c(=O)c(CN(C(C)=O)c3ccc(C)cc3C)cc2c1,-9,-1,3,-4,-7,-1.0,-0.1,5,-11
COCCCNC(=S)NNC(=O)c1cc(-c2ccncc2)nc2ccccc12,21,-6,1,1,-14,1.8,0.1,-1,10
Cc1ccc(C)c(-c2cc(C(=O)NNC(=S)NCC(C)C)c3ccccc3n2)c1,3,10,2,0,6,2.1,-0.6,10,-12
CCCCn1c(N)c(N(CC(C)C)C(=O)c2ccc(Br)o2)c(=O)[nH]c1=O,-10,-4,2,2,-1,0.0,-0.1,-2,4
CC(C)(C)c1ccc(C(=O)N2CCC(C(=O)c3ccccc3)CC2)cc1,1,4,-9,-3,11,3.5,0.4,4,-2
O=C(NCCCn1ccnc1)c1ccc2nccnc2c1,82,-1,0,2,-1,-2.0,0.6,1,-2
Cc1cc2cc(CN(C(=O)C3CC3)C3CCCC3)c3nnnn3c2cc1C,9,2,-1,-2,2,3.4,0.0,1,-2
Cc1ccc(S(=O)(=O)Nc2nc(N)n(-c3ccccc3)n2)cc1,-6,2,-1,-8,-1,-0.9,0.0,5,3
CC(C)(C)N(CC#CCC1(O)c2ccccc2-c2ccccc21)CCO,-2,1,-1,1,0,3.6,0.0,3,7
Cc1ccc(S(=O)(=O)N2CCC(C(=O)OC(C)C(=O)NCc3ccc4c(c3)OCO4)CC2)cc1 (stereo not given),2,-9,-5,2,-6,1.1,-0.1,2,3
O=c1[nH]c(CN(CCO)CCO)nc2c1C1(CCCCC1)Cc1ccccc1-2,14,-1,-1,-8,-8,2.4,-0.1,6,-8
O=C(CCS(=O)(=O)c1ccc(Br)s1)NC1CCCC1,-6,-2,3,-3,-6,0.6,0.3,7,3
Cc1cc(C)nc(SC(C)C(=O)O)n1 (stereo not given),1,-4,0,-1,6,0.0,0.0,5,2
COc1ccc(CCC(C)Nc2ccc(F)c(F)c2)cc1 (stereo not given),8,-3,-2,2,-6,3.2,0.4,-1,1
CCOc1ccc(Cc2noc3c2C(=O)CC(C)(C)C3)cc1OCC,3,0,-3,4,1,2.9,0.1,5,-5
O=C(CSc1nnnn1-c1ccc(O)cc1)NC1CCCCC1,-10,1,-1,1,-1,2.2,0.0,1,-1
C=CCn1c(NCc2ccc(OC)cc2O)nc2ccccc21,-3,0,-1,-1,-2,3.9,0.1,-1,-2
CCN(CC)CCN1C(=O)C(=O)/C(=C(/O)c2ccc(S(=O)(=O)N3CCOCC3)cc2)C1c1ccccc1 (stereo not given),-4,-3,4,-1,-1,1.6,0.1,6,0
CCOC(=O)Cn1c(=O)oc2cc(S(=O)(=O)NC(C)c3ccccc3)ccc21 (stereo not given),-1,-1,-8,-2,0,0.6,-0.2,4,-3
N=C(N)SCCc1cccc(CCSC(=N)N)c1,4,1,0,-1,0,-0.3,0.0,1,5
COc1ccccc1N1CCN(S(=O)(=O)CCNC(=O)CC2CCCCC2)CC1,?,-2,0,-3,-5,1.0,-0.1,0,6
CC(=O)Cc1cc2cc([N+](=O)[O-])ccc2oc1=O,-1,-1,0,1,2,-1.2,0.0,-3,-1
COc1ccc(NC(=O)C(=O)NNC(=O)COc2ccc(OC)cc2)cc1,3,-4,-1,-6,-12,-2.2,0.1,11,29
CCOc1ccccc1C(=O)N(C)Cc1cc2ccccc2[nH]c1=O,5,-5,2,1,0,-0.7,0.0,-3,-1
Cc1cccnc1NC(=S)NCc1ccco1,7,-2,-1,0,-2,-1.3,0.3,-4,1
O=[N+]([O-])c1ccc(N2CCN(S(=O)(=O)c3ccccc3)CC2)cc1NCCN1CCOCC1,3,1,3,-1,8,1.4,0.0,7,0
CC(OC(=O)CC1CCCC1)C(=O)Nc1ccc(S(N)(=O)=O)cc1 (stereo not given),-1,-5,6,1,1,1.6,0.2,-4,4
O=C(Cc1c(F)cccc1Cl)Nc1cc(S(=O)(=O)N2CCCCC2)ccc1N1CCOCC1,-2,-1,-2,0,4,-0.4,-0.1,-5,14
NC(=O)CCCc1nc(-c2ccccc2Cl)no1,-5,-5,-3,-1,-3,-0.5,-0.2,5,4
CCc1ccccc1NC(=S)N(CCN(C)C)Cc1cccs1,-6,-4,0,2,-3,-0.5,0.0,1,-8
O=S(=O)(N[C@@H]1C[C@H]2CC[C@@H]1C2)c1cccs1,48,2,0,-5,-3,0.5,-0.1,1,8
CN(C)CCNC(=O)C(c1ccccc1)c1ccccc1,-5,-6,0,2,1,0.1,0.1,-1,1

# More records
SMILES,GASC-1 inh,PP1 inh,Fh CTSL1 inh,TPT1 inh,HCV core dimer,PP5 inh,Efflux pump inh,LYPLA2 inh,PREPL inh
O=C(Cn1nc(-c2ccc(Cl)cc2)ccc1=O)N1CCN(c2ccccc2)CC1,3,0,1,0,11,1.9,-0.1,5,-20
O=C(N1CCCCC1)C1(c2ccccc2)CCOCC1,8,-4,-1,-2,0,3.0,0.1,-5,-2
COc1cccc2c1cc1c(=O)n(CC(=O)NCc3ccccn3)nc(C)n12,-5,-3,2,-3,9,-1.7,0.1,4,13
O=C(Nc1ccccc1N1CCN(c2ccc(F)cc2)CC1)c1ccccc1,-23,-1,-1,2,18,2.1,0.0,-9,-31
CCN(CC(=O)Nc1ccc2c(c1)OCCO2)C(=O)c1cc(Cl)nc2ccccc12,-4,-4,·,·,·,3.3,0.2,-6,-1
Cc1cccc(C)c1OCC(=O)NCc1nnc(SCC(=O)NC2CCCCC2C)n1C (stereo not given),-10&2,-3,-2,-1,-1,2.5,0.1,-1,6
CCCc1cc(C(=O)Nc2cc(Cl)ccc2O)no1,3,4,-1,-2,-3,2.3,0.1,-10,0
CCc1nc(C)cn1S(=O)(=O)c1cc(Br)ccc1OC,-26,0,-1,-5,1,0.6,0.0,-4,-9
O=C(NC1CCS(=O)(=O)C1)c1cc(-c2ccccc2)nc2ccccc12 (stereo not given),6,-2,2,0,2,-2.0,0.0,6,14
COc1ccc(OCC(=O)Nc2ccc(N3CCN(C(=O)c4ccco4)CC3)cc2)cc1,-7,-1,5,2,4,-2.5,0.1,9,26
COc1ccnc(Oc2ccc(F)cc2)c1-c1ncn[nH]1,-16,-1,3,0,-2,-1.6,0.0,3,1

# This is a subset; rates above refer to the full screens.
